Source: PubChem BioAssay (The Scripps Research Institute Molecular Screening Center)
PLC-beta3 inh: human PLC-beta3 inhibitors, primary screen, biochemical, fluorescence | 1-phosphatidylinositol 4,5-bisphosphate phosphodiesterase beta-3 (Homo sapiens), Q01970 | Purified PLC-beta3, fluorogenic substrate | inhibition, % at 12.2 µM | hit rate 0.18% among 370,000 | AID 720704, 2013; in the data active = inhibition above about 11%;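 also: 0% = median of compound wells on plate and 100% = full blocker control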
DAX1 inh-1: DAX1 (NR0B1) inhibitors, primary screen, cell-based, HEK293, Gal4-DAX1, luciferase luminescence | inhibition, % at 6.75 µM | hit rate 0.99% among 340,000 | AID 504766, 2011 | HEK293 Gal4-DAX1 luciferase reporter | Nuclear receptor subfamily 0 group B member 1 (Homo sapiens), P51843;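 active = inhibition above the mean over all tested compounds plus 3 SD, cut at about 4.2% in these data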;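 also: 0% = DAX1-transfected cells with DMSO and 100% = empty-vector control cells with DMSO; inhibition shows as a rise in luminescence from relieved DAX1 repression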
Target sequence (P51843 207-470 limits assumed): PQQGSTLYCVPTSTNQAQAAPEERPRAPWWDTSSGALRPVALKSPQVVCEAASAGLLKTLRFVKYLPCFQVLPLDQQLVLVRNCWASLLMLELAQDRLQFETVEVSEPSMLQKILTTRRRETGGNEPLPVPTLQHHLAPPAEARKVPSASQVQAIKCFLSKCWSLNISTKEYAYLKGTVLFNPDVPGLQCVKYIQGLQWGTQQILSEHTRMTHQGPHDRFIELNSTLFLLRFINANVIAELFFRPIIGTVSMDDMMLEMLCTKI
ADAM10 inh: human ADAM10 inhibitors, primary screen, biochemical, QFRET, HTS; recombinant ADAM10, EDANS/DABCYL FRET peptide cleavage, 3 h; hit rate 0.62% among 370,000; Disintegrin and metalloproteinase domain-containing protein 10 (Homo sapiens), O14672; inhibition, % at 7 µM;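 active = inhibition above a per-campaign cutoff equal to the mean of compounds falling between control-based bounds plus 3 SD, cut at about 20% in these data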;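 also: 0% = DMSO wells while the 100% control is not disclosed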
Target sequence (O14672 214-748 limits assumed): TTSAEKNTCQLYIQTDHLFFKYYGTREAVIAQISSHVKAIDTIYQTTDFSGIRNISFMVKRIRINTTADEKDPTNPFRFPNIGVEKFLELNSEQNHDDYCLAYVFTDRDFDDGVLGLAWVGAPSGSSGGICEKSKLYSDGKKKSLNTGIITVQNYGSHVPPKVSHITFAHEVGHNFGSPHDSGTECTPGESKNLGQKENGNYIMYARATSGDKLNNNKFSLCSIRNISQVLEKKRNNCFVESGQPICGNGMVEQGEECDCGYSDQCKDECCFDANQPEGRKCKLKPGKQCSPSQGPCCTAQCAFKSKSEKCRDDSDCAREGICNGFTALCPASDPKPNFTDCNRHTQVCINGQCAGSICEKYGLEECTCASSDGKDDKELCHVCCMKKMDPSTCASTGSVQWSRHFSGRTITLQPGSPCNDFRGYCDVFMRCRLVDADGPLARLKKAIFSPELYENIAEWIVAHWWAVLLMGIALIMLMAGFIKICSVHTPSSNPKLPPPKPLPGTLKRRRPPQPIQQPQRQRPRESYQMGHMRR
HGIII-sPLA2 inh: human group III sPLA2 inhibitors, primary screen, biochemical, QFRET, BODIPY PC-A2 liposome substrate; QFRET BODIPY PC-A2 liposome hydrolysis, fluorescence; inhibition, % at 12.2 µM; Group 3 secretory phospholipase A2 (Homo sapiens), Q9NZ20; hit rate 0.56% among 370,000; AID 743126, 2013;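 active = inhibition above mean plus 3 SD of compounds lying within the high and low control bounds, cut at about 19% in these data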;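 also: 0% = median of test compound wells and 100% = no enzyme DMSO wells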
PLCg1 inh: PLC-gamma1 enzyme inhibitors, primary screen, biochemical, fluorescence, purified enzyme; 1-phosphatidylinositol 4,5-bisphosphate phosphodiesterase gamma-1 (Homo sapiens), P19174; fluorogenic substrate; inhibition, % at 12.2 µM; hit rate 0.84% among 370,000; in the data active = inhibition above about 9.5%
GAA850 FXN act: FXN promoter activators, primary screen, cell-based, luciferase luminescence, HEK293 lucGAA850; HEK293 lucGAA850 FXN promoter luciferase reporter, 24 h; percent of 10 µM SAHA response; activation, % at 6 µM; hit rate 0.56% among 360,000; AID 540364, 2011;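 active = activation above the average of all compounds screened plus 3 SD, cutoff fixed separately per campaign, cut at about 7.5% in these data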;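 also: 0% = DMSO wells and 100% = 10 µM SAHA wells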
ADAM17 inh: ADAM17 inhibitors, primary screen, biochemical, QFRET | recombinant ADAM17, EDANS/DABCYL FRET peptide cleavage | inhibition, % at 6.95 µM | hit rate 0.83% among 370,000 | AID 720648, 2013;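 active = inhibition above the mean of compounds lying between control limits plus 3 SD, set per campaign, cut at about 8.5% in these data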;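 also: 0% = DMSO-only wells as the low control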
DAX1 inh-2: DAX1 (NR0B1) inhibitors on StAR promoter, primary screen, cell-based, luminescence, SF-1 (NR5A1), full-length DAX-1; HEK293T StAR-luciferase reporter, SF-1/DAX-1 repression relief; inhibition, % at 6.8 µM; hit rate 1.1% among 370,000; AID 652010, 2013;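 active = inhibition above the mean over all tested compounds plus 3 SD, cut at about 3.6% in these data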;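 also: 0% = DAX-1 cells with DMSO and 100% = cells lacking DAX-1 with DMSO; higher inhibition means more luminescence from relief of DAX-1 repression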
hcDAF-12 act: H. contortus DAF-12 nuclear receptor activators, primary screen, cell-based, luminescence, HEK293, lit1-tk-luc reporter | HEK293 hcDAF-12 lit1-tk-luc reporter; 0% DMSO, 100% Δ7-dafachronic acid | activation, % at 6.8 µM | hit rate 1.4% among 370,000;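 active = activation above the mean of all tested compounds plus 3 SD, cut at about 5.5% in these data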;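 also: 100% = response to 3 µM Δ7-dafachronic acid high control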
hgDAF12 agonist: H. glycines DAF-12 receptor agonists, primary screen, cell-based, luminescence, HEK293, GAL4 fusion, UAS-luciferase; AID 687014, 2013; hit rate 1.8% among 370,000; activation, % at 6.8 µM; HEK293 GAL4-hgDAF12 UAS-luciferase reporter, agonist luminescence; normalized to butyrate control;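 active = activation above a cutoff set at the mean of all screened compounds plus 3 SD, cut at about 10% in these data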;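 also: 0% = DMSO wells and 100% = sodium butyrate wells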
ssDAF-12 act: S. stercoralis DAF-12 nuclear receptor activators, primary screen, cell-based, luminescence, HEK293, GRIP1 co-expression, lit1-tk-luc. HEK293 ssDAF-12/GRIP1 lit1-tk-luc reporter; % of 3 µM dafachronic acid response. Nuclear hormone receptor DAF-12 (Strongyloides stercoralis). activation, % at 6.8 µM. hit rate 1% among 370,000. AID 652126, 2013;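 active = activation above the mean over all tested compounds plus 3 SD, cut at about 0.9% in these data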;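 also: 0% = DMSO-only wells and 100% = 3 µM delta7-dafachronic acid wells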
Starred values were filed as active, the others as inactive; i = inactive; . = no result given.

canonical_smiles	hgDAF12 agonist	ADAM10 inh	ssDAF-12 act	HGIII-sPLA2 inh	DAX1 inh-1	DAX1 inh-2	GAA850 FXN act	ADAM17 inh	PLC-beta3 inh	PLCg1 inh	hcDAF-12 act
O=C1NC[C@H](Cc2ccccc2)N(CC2CCN(CCCCc3ccccc3)CC2)C1=O	4.6	-10	0.6	-6	0.1	0.7	-0.1	-3	3	1	-0.7
CN(Cc1cn(C)nc1-c1ccccc1F)C1CCOC1 (stereo unspecified)	6.9	-3	-1.3	-1	-0.2	0.4	1.8	1	-3	1	0.8
CCC(=O)Nn1cnc2c(c1=O)C1(CCCCC1)Cc1ccccc1-2	-0.3	3	-1.6	-5	-1.1	-0.8	0.2	-4	-3	-2	-0.7
CCC(c1ccccc1)c1nnc(NC(=O)c2ccco2)s1 (stereo unspecified)	1.1	7	-1.0	-9	.	0.0	0.3	0	-3	1	-1.8
Cc1ccc(NC(=O)CCC(=O)NNC(=O)NC2CCCCC2)c(C)c1	-0.9	-4	-0.9	1	0.3	0.1	0.5	0	1	2	-0.4
COc1ccc(CCNC(=O)COC(=O)/C=C/c2cc(OC)c(OC)c(OC)c2)cc1OC	-5.5	-49	-1.8	-2	0.2	-1.4	-3.3	-20	-45	-39	-0.2
Cc1ccccc1OCC(=O)NNC(=O)C1CCCCC1C(=O)O (stereo unspecified)	-0.9	4	-1.0	4	1.6	0.4	-1.4	7	2	7	-0.3
O=C(NCc1ccc(F)cc1)c1cccc2c1C(=O)c1ccc(N3CCC(Cc4ccccc4)CC3)cc1S2(=O)=O	-2.0	15	-1.5	3	0.3	0.0	-1.7	-2	-14	-8	-0.5
COc1ccc(C)c(NC(=O)NCCc2cnc[nH]2)c1	-2.3	2	-1.1	2	-0.1	0.1	0.0	-1	-4	1	-1.3
O=c1nc(N2CCCC2)nc(Nc2ccccc2)[nH]1	-0.9	1	-0.9	-1	-0.8	-0.1	1.4	0	0	-1	1.8
O=C(NCC1CCN(Cc2cccc(Cl)c2)CC1)C1CCCN(c2ncnc3c2nc2n3CCCCC2)C1 (stereo unspecified)	-4.0	-7	-1.3	-23	0.2	-0.9	-2.3	-4	-5	-1	-1.2
CCOC(=O)C1=C(C)NC2=C(C(=O)C(C(=O)OCC)C(c3ccccc3OC)C2)C1c1ccccn1 (stereo unspecified)	-1.7	-421	-0.8	-1	-0.4	-0.6	3.4	-86	-335	-223	-1.1
Cc1ccc(NC(=O)CCC(=O)NN=Cc2ccc(C)o2)c(C)c1	-0.6	-3	-0.8	-1	.	0.5	-1.3	1	4	2	-1.8
C=CCn1c(=NC(=O)c2cccs2)sc2cccc(OC)c21	2.1	-56	0.1	2	-1.1	-0.2	3.6	-26	-233	-152	1.4
O=C(NCC(F)(F)F)c1csc([C@@H]2O[C@H](CO)[C@H](O)[C@H](O)[C@H]2O)n1	3.1	-17	-0.8	14	.	0.4	-0.5	-6	2	4	-0.3

5 structures already listed, sorted by count of non-hydrogen atoms, rising.
canonical_smiles	hgDAF12 agonist	ADAM10 inh	ssDAF-12 act	HGIII-sPLA2 inh	DAX1 inh-1	DAX1 inh-2	GAA850 FXN act	ADAM17 inh	PLC-beta3 inh	PLCg1 inh	hcDAF-12 act
COc1ccc(C)c(NC(=O)NCCc2cnc[nH]2)c1	-2.3	2	-1.1	2	-0.1	0.1	0.0	-1	-4	1	-1.3
CN(Cc1cn(C)nc1-c1ccccc1F)C1CCOC1 (stereo unspecified)	6.9	-3	-1.3	-1	-0.2	0.4	1.8	1	-3	1	0.8
Cc1ccc(NC(=O)CCC(=O)NN=Cc2ccc(C)o2)c(C)c1	-0.6	-3	-0.8	-1	.	0.5	-1.3	1	4	2	-1.8
CCC(=O)Nn1cnc2c(c1=O)C1(CCCCC1)Cc1ccccc1-2	-0.3	3	-1.6	-5	-1.1	-0.8	0.2	-4	-3	-2	-0.7
CCOC(=O)C1=C(C)NC2=C(C(=O)C(C(=O)OCC)C(c3ccccc3OC)C2)C1c1ccccn1 (stereo unspecified)	-1.7	-421	-0.8	-1	-0.4	-0.6	3.4	-86	-335	-223	-1.1

More entries
canonical_smiles	hgDAF12 agonist	ADAM10 inh	ssDAF-12 act	HGIII-sPLA2 inh	DAX1 inh-1	DAX1 inh-2	GAA850 FXN act	ADAM17 inh	PLC-beta3 inh	PLCg1 inh	hcDAF-12 act
COc1ccc(NS(=O)(=O)c2ccc(O)c(NC(=O)c3ccc(S(=O)(=O)N4CCCCCC4)cc3)c2)cc1	-0.5	-2	-0.6	-56	-2.4	0.2	2.5	0	-1	-2	-1.5
Cc1nc2cc(NC(=O)NC(C)(C)C)ccc2n1C	2.4	6	-0.8	11	1.2	-0.2	2.5	-4	-2	0	-1.5
CCS(=O)(=O)N1CCN(S(=O)(=O)c2ccccc2[N+](=O)[O-])CC1	-3.9	-19	-0.6	1	-0.9	0.1	1.9	-1	-2	-1	-0.5
CCn1c(SCC(=O)C(C)(C)C)nnc1-c1ccccn1	-0.4	10	-1.2	2	0.2	-1.2	0.7	-1	-3	1	-1.8
Cn1cccc1Cc1nnc(SCC(=O)N2CCc3ccccc32)n1CCc1ccccc1	1.7	-18	-1.0	-20	-0.9	0.2	-1.9	-3	-3	-2	4.3
COc1ccc(CNC(=O)CCCn2nc(C)c([N+](=O)[O-])c2C)cc1OC	-0.5	-4	-1.6	6	1.3	-0.5	-0.5	-3	-9	5	-2.4
COCCCNC(=S)N1CCN(Cc2ccc3c(c2)OCO3)CC1	3.7	5	-1.4	6	-0.5	-0.3	-1.2	6	6	6	-1.5
COCC(=O)N/N=C(\C)CC(=O)Nc1ccccc1C(N)=O	1.2	-252	-0.8	2	0.4	-0.3	0.5	-81	-78	-67	-0.5
CCOC(=O)c1nnn(-c2ccccc2)c1C	-0.4	3	-1.0	5	-3.8	-0.5	-0.7	-3	-1	3	-0.7
CCN(CC)S(=O)(=O)c1ccc(C)c(NC(=O)CNc2cccc(S(=O)(=O)N3CCOCC3)c2)c1	0.0	-5	-0.8	0	-0.8	0.2	2.1	-2	-2	0	-1.1
COc1cccc(Nc2nnc(SCC(=O)N3CC(=O)Nc4ccccc43)s2)c1	1.2	-11	-0.9	2	1.6	0.5	0.0	-5	-8	0	-1.8
Cc1ccc2[nH]c(CNC(=O)c3ccccc3F)cc2c1	2.2	-2	-0.9	-16	2.9	-0.1	0.7	-1	-13	-7	2.6
COc1ccc(C)cc1NC(=O)c1cc2ccccc2cc1OCC(=O)NCc1ccco1	-0.2	-1	-0.7	6	0.9	0.1	-1.1	4	-13	-12	3.5
Cc1cc(=O)oc2cc(NC(=O)C3CCCC3)ccc12	4.9	i	-1.1	0	0.3	1.2	1.8	-216	-138	-80	-0.5
CCNc1nc(-c2cc3ccccc3o2)cs1	12*	-5	0.7	4	4.6*	4.2*	5.1	-6	-17	-16	6.6*
COc1ccc(-c2noc(-c3ccccc3C(=O)Nc3cccnc3)n2)cc1OC	-2.9	-3	-1.0	-1	-0.6	-0.9	-2.1	-4	-6	-6	-2.8
C/C(=N\OCC(=O)Nc1cc(C)cc(C)c1)c1ccc2c(c1)OCCO2	-0.9	2	-0.5	-13	-0.3	-0.4	2.7	2	-3	-2	1.1
CCCC(=O)Nc1cccc(-c2nc3ccccc3o2)c1	-0.4	-15	-1.4	-4	-0.2	0.0	2.1	-3	-2	-3	-1.2
COP(=O)(OC)c1ccc(NCc2cc(O)ccc2O)cc1	-2.2	-9	-0.7	-1	-1.3	0.0	-0.3	0	-3	-6	1.3
Cc1nn(C)c(C)c1CN(Cc1nc(-c2ccc(F)cc2F)oc1C)C1CC1	-3.6	1	-2.3	2	-0.2	-1.8	-0.7	-4	0	1	0.6
COCCCN1C(=O)C(CC(=O)NCCCN(C)C)CC(C(=O)N2CCOCC2)=C1C (stereo unspecified)	-1.7	9	-0.8	0	.	0.6	.	3	3	2	0.5
O=[N+]([O-])c1ccc(NN=Cc2ccccc2)nc1	9.0	-20	-0.3	15	2.5	2.2	2.9	2	-19	-15	4.0
CN(CC(=O)Nc1cccnc1)S(=O)(=O)c1ccc(Br)cc1	1.6	8	-0.4	1	-0.9	-0.4	-0.5	1	-1	3	0.2
CC1C(=O)N2CCCc3cc(NC(=O)c4ccccc4C(F)(F)F)cc1c32 (stereo unspecified)	0.2	-9	-0.6	-8	3.5	-1.2	0.9	-3	-11	1	-2.2
O=[N+]([O-])c1ccc(C[n+]2ccccc2)cc1	0.5	-3	-1.5	2	0.8	0.1	2.4	-1	0	3	-0.6
COC(=O)C1=C(C)NC(C)=C(C(=O)OC)C1c1ccc(-c2cc(Cl)ccc2Cl)o1	-2.5	-5	-0.9	-5	-0.3	-0.5	6.4	4	-8	-11	0.2
Cc1cc(C(=O)Nc2nnc(-c3ccccc3)s2)no1	4.1	0	-0.7	0	1.1	0.4	1.6	-1	-1	-4	0.5
N#CC1=C(N)Oc2n[nH]c(-c3ccccn3)c2C1c1c(F)cccc1Cl (stereo unspecified)	6.9	-9	0.6	-9	-0.1	0.0	-1.1	-3	-14	-9	3.9
O=C(NCC1COCCO1)C1CCN(S(=O)(=O)c2cccc3ccccc23)CC1 (stereo unspecified)	-0.4	-5	-1.3	-1	.	-0.7	.	4	1	0	-1.4
O=C(OCc1cn([C@@H]2C[C@H](c3ccc(Cl)cc3)N(C(=O)C3CCCCC3)C[C@H]2O)nn1)c1ccccc1	3.7	-5	-1.4	-2	0.7	0.2	-0.9	-1	2	-1	-0.6
O=C(NCC(c1cccs1)N1CCOCC1)c1cn(-c2ccccc2)nc1-c1ccc(Cl)cc1 (stereo unspecified)	3.2	-2	-1.3	1	-0.5	0.8	1.5	2	-4	1	-0.5
CCOC(=O)CN1N=C(/C=C/c2ccc(OCC)cc2)CCC1=O	-0.5	3	-1.2	-7	-0.5	-0.7	1.2	-7	-3	-5	-1.9
O=C(COC(=O)c1ccc(O)cc1O)c1ccc(Cl)cc1	5.7	-1	-0.9	-28	0.8	5.8*	1.2	-2	-9	-6	2.4
